# Compound activity (PubChem)
# L3MBTL1 inh: blocks human L3MBTL1 | AlphaScreen L3MBTL1–H3K9me1 peptide binding | AID 485360 | 230,000 tested, 0.66% active | Q9Y468 | Potency, µM (highest dose often 57.1 µM), without a hit: at the highest dose activity, negative = inhibition, hits mostly inhibitors; active means well fitted inhibition curve with a large enough effect; inconclusive means small, poorly fitted or top-dose-only effect; inactive means no such curve, though single readings can be large or run the other way; further: nearly all actives have a fitted effect of over 60% in size
# Target sequence (Q9Y468 whole entry, looked up): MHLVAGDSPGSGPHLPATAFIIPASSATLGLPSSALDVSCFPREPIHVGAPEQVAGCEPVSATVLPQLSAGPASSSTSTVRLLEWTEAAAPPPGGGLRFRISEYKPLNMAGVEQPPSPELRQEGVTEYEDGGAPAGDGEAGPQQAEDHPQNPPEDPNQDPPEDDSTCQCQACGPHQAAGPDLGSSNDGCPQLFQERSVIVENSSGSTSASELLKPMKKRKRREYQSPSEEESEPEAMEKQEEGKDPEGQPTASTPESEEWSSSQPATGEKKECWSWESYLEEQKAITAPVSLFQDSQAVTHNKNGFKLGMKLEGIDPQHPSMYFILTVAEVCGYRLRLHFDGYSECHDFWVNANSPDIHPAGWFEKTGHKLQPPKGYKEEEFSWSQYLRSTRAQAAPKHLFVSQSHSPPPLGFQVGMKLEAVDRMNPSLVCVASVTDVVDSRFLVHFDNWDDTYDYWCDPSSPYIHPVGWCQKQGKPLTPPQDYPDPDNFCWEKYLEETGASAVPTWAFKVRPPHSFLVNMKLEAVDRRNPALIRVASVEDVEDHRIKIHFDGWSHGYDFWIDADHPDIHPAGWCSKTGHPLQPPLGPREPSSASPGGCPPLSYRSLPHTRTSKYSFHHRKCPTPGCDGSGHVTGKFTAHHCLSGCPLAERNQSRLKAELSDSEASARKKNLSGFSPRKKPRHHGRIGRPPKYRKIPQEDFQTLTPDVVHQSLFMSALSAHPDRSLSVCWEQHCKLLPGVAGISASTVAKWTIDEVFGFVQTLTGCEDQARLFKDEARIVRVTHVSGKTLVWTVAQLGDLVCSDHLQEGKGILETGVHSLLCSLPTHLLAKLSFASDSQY
#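 First, the protein-peptide complex forms for 30 min at room temperature (L3MBTL1 50 nM, biotinylated H3K9me1 peptide 75 nM). Next, compounds are pin-transferred and incubated 30 min. Finally, AlphaScreen beads are added and read after 30 min.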
# * marks the source's active call; other numbers are inactive results; u = inconclusive; [ ] = remark or other dose. On the % scale 0 is the no-effect control and ±100 the full control effect; potency means the concentration at half of the fitted maximal effect. The list is partial; count on the stated rates, not on these rows.
SMILES,L3MBTL1 inh
COc1ccc(CCN(C)C(=O)C(CCSC)NC(=O)c2ccco2)cc1OC (centres undefined),-3%
Cc1nc2ccccc2n1CCOc1ccccc1,-3%
Cc1ccc(C(=O)Nc2cccc(NC(=O)CN3CCCCC3)c2)cc1,-9%
CCN(Cc1ccccc1)S(=O)(=O)c1ccccc1Br,54%[activator]
O=C(COC(=O)c1cccc([N+](=O)[O-])c1)Nc1ncc(Br)s1,-4%
CC(Sc1n[nH]c(-c2ccccc2F)n1)C(=O)Nc1ccc(S(N)(=O)=O)cc1 (centres undefined),2%
Cc1ccccc1-c1nc2c(s1)CCc1onc(-c3ccc(Cl)cc3)c1-2,5%
CCc1ccccc1NC(=O)CNC(=O)c1cc(C2CC2)nc2c1cnn2C(C)C,-8%
Cc1cc(C(=O)COc2cc(F)ccc2[N+](=O)[O-])c(C)n1CC1CCCO1 (centres undefined),-1%
COc1ccc(Cl)cc1C(=O)NCCCN1CCOCC1,-4%
COc1ccc(Nc2nc(-c3sc(C)nc3C)cs2)c(OC)c1,u
O=C(CNC(=O)c1ccccc1)OCC(=O)c1c[nH]c2ccccc12,-6%
COc1cccc(NC(=O)C(=O)NCCCN2CCCC2=O)c1,0%
N#CCC(=O)Nc1ccc(C(=O)NNC(=O)CCN2CCN(c3ccccc3)CC2)cc1,-6%
Cn1nc(C(=O)NCC(c2cccs2)N2CCOCC2)c2ccccc2c1=O (centres undefined),24%
CC(Oc1cccc(Cl)c1)C(=O)N(C)CC(=O)Nc1ccc(N2CCOCC2)cc1 (centres undefined),-3%
Cc1ccc(SCCN2CCN(Cc3ccccc3)CC2)cc1,2%
CN1CCCC(OC(=O)c2ccc(C(C)(C)C)cc2)C1 (centres undefined),4%
O=C(N/N=C/c1ccc(F)cc1)c1cc(-c2ccccn2)nc2ccccc12,1%
Cc1ccc(NC(=O)CN2C(=O)NC(C)(CC(C)C)C2=O)cc1F (centres undefined),-3%
COc1ccccc1NC(=O)Nc1cccc(C)n1,-2%
O=C(CN1C(=O)NC2(CCCC2)C1=O)NNC(=O)c1ccc(Cl)cc1,0%
CCCOc1ccc(C(CC(=O)O)NC(=O)C(c2ccccc2)c2ccccc2)cc1 (centres undefined),11%
COC(=O)c1c(C)oc2c1cc(NS(=O)(=O)c1ccc(C(=O)O)cc1)c1ccccc12,-14%
CC1CCN(C(=O)CN2C(=O)C(=O)N(C)C2=O)c2ccccc2S1 (centres undefined),0%
Cc1ccc(O)c(N=Nc2nccs2)c1,u
CCCCn1c(N)c(N(CC(C)C)C(=O)c2cc(=O)[nH]c3ccccc23)c(=O)[nH]c1=O,7%
Cc1csc(NC(=O)C(C)Oc2ccc(Cl)cc2C)n1 (centres undefined),2%
CC1CCC(NC(=O)CSc2nnnn2C)CC1 (centres undefined),3%
COc1cc(/C=N/NC(=O)c2c(C)nc3ccc(Cl)cn23)cc(OC)c1OC,-8%
CN1CCN(C(=O)c2ccccc2NS(=O)(=O)c2ccc(F)cc2)CC1,-2%
O=C(Nc1ccccc1N1CCCCC1)C1CC(=O)N(c2ccccc2F)C1 (centres undefined),-5%
O=C(O)c1ccc2c(c1)S(=O)(=O)c1cc(Cl)ccc1C2=O,3%
Cc1cc(-n2c(C)cc(C(=O)COc3ccc(F)c(F)c3)c2C)no1,-1%
Cc1cccc(NC(=O)c2nc[nH]c2C(=O)NCCCCNC(=O)c2[nH]cnc2C(=O)Nc2cccc(C)c2)c1,3%
Cc1ccc(C(=O)N(C)CC(=O)Nc2ccc(N3CCOCC3)cc2)s1,1%
O=C(O)CSc1c2ccccc2cc2ccccc12,-5%
CCOC(=O)CNc1nc(Cl)nc(Nc2ccc(OC)cc2OC)n1,-4%
O=C(NCC(=O)N1CCCCCCC1)c1ccc(Cl)cc1,0%
CCCCn1nc(C(=O)Nc2c(C)n(C)n(-c3ccccc3)c2=O)c2ccccc2c1=O,0%
COC(=O)CCCNC(=O)c1ccc2nc(Cc3ccc(OC)cc3)oc2c1,5%
Cc1cccc2c1cnn2C(=O)CCC(=O)N1CC(C)CC(C)C1 (centres undefined),6%
COc1ccc(N(C)S(=O)(=O)c2cccc(C(=O)Nc3ccc(N4CCOCC4)cc3)c2)cc1,-22%
Cc1ccc(C)c(OCc2ccc(C(=O)Nc3ccc([N+](=O)[O-])cn3)o2)c1,-11%
COc1cc2c(cc1OC)CN(C(=O)c1ccc(Cl)c(S(=O)(=O)N3CCCC3)c1)CC2,-3%

# The last four compounds of the section above come first, to join the parts:
SMILES,L3MBTL1 inh
Cc1cccc2c1cnn2C(=O)CCC(=O)N1CC(C)CC(C)C1 (centres undefined),6%
COc1ccc(N(C)S(=O)(=O)c2cccc(C(=O)Nc3ccc(N4CCOCC4)cc3)c2)cc1,-22%
Cc1ccc(C)c(OCc2ccc(C(=O)Nc3ccc([N+](=O)[O-])cn3)o2)c1,-11%
COc1cc2c(cc1OC)CN(C(=O)c1ccc(Cl)c(S(=O)(=O)N3CCCC3)c1)CC2,-3%
O=C(NN=Cc1ccc(F)cc1)c1cccc(S(=O)(=O)N2CCCC2)c1,33%[activator]
Cc1ccc(NS(=O)(=O)c2ccc(C(C)(C)C)cc2)cn1,-6%
CC(=O)Nc1ccc(S(=O)(=O)NCCC(=O)OCC(=O)NCc2ccccc2)cc1,6%
CC(OC(=O)C1=COCCO1)C(=O)NC(C)c1ccc(Cl)cc1Cl (centres undefined),3%
NS(=O)(=O)c1ccc(CCNC(=O)C2CC(=O)N(Cc3ccccc3Cl)C2)cc1 (centres undefined),-7%
CC(Nc1ccc(Br)cc1)C(=O)Nc1cccc(S(=O)(=O)N2CCOCC2)c1 (centres undefined),-4%
O=C(CCC(=O)N1CCOc2ccccc21)Nc1cc(F)ccc1F,8%
Cc1cccc(NC(=O)CSc2nc3ccccc3nc2N2CCCC2)c1,52%[activator]
CCN(CC(=O)Nc1c(F)cccc1F)C(=O)CSC(=S)N1CCCC1,5%
Cc1ccc(S(=O)(=O)NCCC(=O)NCCc2ccc(S(N)(=O)=O)cc2)cc1C,5%
COc1ccc(NC(=O)c2sc(NC(=O)C3CC3)nc2C)cc1,1%
CCCOc1ccc(/C=N/NC(=O)CN2CCCCC2)cc1,3%
CCN(C(=O)CCc1ccccc1)C1CCCCC1,50%[activator]
CC(C)=CCN1CCN(Cc2coc3ccc(C)cc3c2=O)CC1CCO (centres undefined),-3%
COc1ccccc1-n1nnnc1SCC(=O)NC1CC1,13%
CS(=O)(=O)c1ccc2nc(NC(=O)c3ccccc3Br)sc2c1,3%
Nn1c(SCC(=O)NCCN2C(=O)CSC2=O)nnc1-c1ccc(OC(F)F)cc1,14%
CC(C)n1ncc2c(C(=O)N3CCN(c4ccccc4)CC3)cc(-c3ccccc3)nc21,1%
Cc1c(NC(=O)c2cccc(NC(=O)Cc3c(F)cccc3Cl)c2)c(=O)n(-c2ccccc2)n1C,u
CS(=O)(=O)N(CC(=O)N1CCCC1)Cc1ccc(Cl)c(Cl)c1,0%
CC(=O)c1ccc(S(=O)(=O)NCC(=O)Nc2nc3ccccc3[nH]2)cc1,-3%
CC(CCc1ccccc1)NC(=O)CC(C)c1ccccc1 (centres undefined),-1%
CC(=O)N/C(=C\c1ccccc1)C(=O)OCC(=O)Nc1ccc(C)c(S(=O)(=O)N(C)C)c1,3%
CN(CC(=O)Nc1ccc(Cl)c(C(F)(F)F)c1)C(=O)C1(c2ccccc2)CC1,9%
Cc1ccccc1OCC(=O)OCC(=O)NCC1CCCCC1,5%
Cc1ccc(/C(O)=C2\C(=O)C(=O)N(C)C2c2ccccc2[N+](=O)[O-])cc1 (centres undefined),-6%[2.29 µM]
CN(CC(=O)Nc1ccccc1C(F)(F)F)C(=O)CSc1nnc(N)s1,4%
COc1ccccc1N1CCN(C(=O)C(C)NC(=O)c2ccco2)CC1 (centres undefined),0%
Cc1ccc(NC(=O)COC(=O)CCc2c(C)nc3ncnn3c2C)cc1C,3%
COc1ccc(NC(=O)CSCC(=O)Nc2sccc2C#N)cc1,-18%

# Structural class: the entries above with an NH in an aromatic ring.
SMILES,L3MBTL1 inh
CC(Sc1n[nH]c(-c2ccccc2F)n1)C(=O)Nc1ccc(S(N)(=O)=O)cc1 (centres undefined),2%
O=C(CNC(=O)c1ccccc1)OCC(=O)c1c[nH]c2ccccc12,-6%
CCCCn1c(N)c(N(CC(C)C)C(=O)c2cc(=O)[nH]c3ccccc23)c(=O)[nH]c1=O,7%
Cc1cccc(NC(=O)c2nc[nH]c2C(=O)NCCCCNC(=O)c2[nH]cnc2C(=O)Nc2cccc(C)c2)c1,3%
CC(=O)c1ccc(S(=O)(=O)NCC(=O)Nc2nc3ccccc3[nH]2)cc1,-3%

# (next part)
SMILES,L3MBTL1 inh
CC(c1ccccc1)C(NC(=O)OCC1c2ccccc2-c2ccccc21)C(=O)O (centres undefined),9%
CN(CC(=O)NCCc1ccccc1)CC(=O)Nc1cccc(F)c1,5%
CN1C(=O)C2(CCCCC2)C1c1ccccc1 (centres undefined),0%
CC1CCCC(NC(=O)Cn2cc(Br)ccc2=O)C1C (centres undefined),-3%
CCOC(=O)c1c(NC(=O)c2ccccc2C(=O)O)sc2c1CCC2,1%
O=C(CCC(=O)N1CCOc2ccccc21)Nc1ccccc1Cl,9%
CCCn1c(=NC(=O)CS(=O)(=O)c2ccccc2)sc2cc(S(C)(=O)=O)ccc21,-6%
CCOc1ccc(S(=O)(=O)NCCC(=O)N(C)Cc2ccc(C)o2)cc1,-7%
CCCc1nc2ccc(NC(C)=O)cc2c(=O)n1Cc1cccc(Cl)c1,1%
C=CCNc1nc(C(=O)OC(C)C(=O)c2ccc(C)cc2)cs1 (centres undefined),2%
CN(CC(=O)Nc1ccc(Cl)cc1F)C1CCS(=O)(=O)C1 (centres undefined),2%
CN(CCOc1ccc(Cl)cc1)C(=O)C1=CC=CN2CCS(=O)(=O)N=C12,-5%
COc1ccc(C2=NS(=O)(=O)N(C)C(C(=O)Nc3ccc(C)cc3)=C2)cc1,-16%
CC(Sc1nnc(-c2cccnc2)n1N)C(=O)N1CCOCC1 (centres undefined),-2%
C[C@H](CO)N1C[C@H](C)[C@@H](CN(C)Cc2ccc(Oc3ccccc3)cc2)Oc2c(NC(=O)c3ccncc3)cccc2C1=O,-8%

# Filtered by structure, the entries above containing a CF3 group (two)
SMILES,L3MBTL1 inh
CN(CC(=O)Nc1ccc(Cl)c(C(F)(F)F)c1)C(=O)C1(c2ccccc2)CC1,9%
CN(CC(=O)Nc1ccccc1C(F)(F)F)C(=O)CSc1nnc(N)s1,4%

# (more compounds)
SMILES,L3MBTL1 inh
O=C(CC(c1ccccc1)c1ccccc1)NCCOCc1ccccc1,7%
O=C1C=C(c2cccc(Br)c2)C[C@@H](c2ccc(Cl)cc2)C1,9%
CCc1nc(SCc2ccc(OCC(C)C)cc2)n[nH]1,-4%
COc1cc2c(cc1OC)C(=O)N1[C@H]3c4cc(Cl)ccc4OC[C@@H]3[C@H](c3ccccc3)[C@]1(C)C(=O)N2,-5%
CC1(C)CC(=O)C=C(Nc2ccccc2C#N)C1,-3%
Cc1ccc(S(=O)(=O)N2CCN(C(=O)CSC(=S)N3CCCC3)CC2)c(C)c1,-9%
CC(=O)c1ccc(NC(=O)COC(=O)CC2CC3CCC2C3)cc1 (centres undefined),12%
O=C(O)c1cccc(Nc2c3ccccc3nc3ccccc23)c1,57%[activator]
COC(=O)c1cc(C(=O)OCC(=O)Nc2ccc(N3CCOCC3)cc2)cc([N+](=O)[O-])c1,1%
CC(C)(C)[C@H]1COC(=O)CCC/C=C/C[C@H](CC(=O)NCCO)C(=O)N1,0%
O=C(NC1CCNCC1)C1CCCCC1,-1%
Cc1c(NC(=O)C(C)OC(=O)c2ncc(Cl)c(Cl)c2Cl)c(=O)n(-c2ccccc2)n1C (centres undefined),-1%
CCN(CC(=O)Nc1ccc2c(c1)OCCO2)C(=O)/C=C/c1ccc(OC)c(OC)c1,5%
Cc1ccc(C(C)C)cc1OCC(=O)Nc1ccc(N2CCCCC2)cc1,-27%
CCN(c1ccc(NC(=O)COC(=O)/C=C/c2ccco2)cc1)C(C)C,-23%
O=C(Cc1ccc(Cl)cc1)Nc1cccnc1,-3%
CNS(=O)(=O)c1cc(S(=O)(=O)NC)c2cccc3c2c1NC3=O,-8%
O=C(c1ccc(NS(=O)(=O)c2ccc(F)cc2)cc1)N1CCOCC1,-3%
CCc1nn2c(=O)cc(COC(=O)c3cc(Cl)c(OC)c(OC)c3)nc2s1,-3%
O=C1OC[C@@H]2CCCN2C(=O)[C@H](CC(=O)N(CCO)Cc2ccccc2)C/C=C\CC[C@H]1Cc1ccc(F)cc1,-4%
O=C(COC(=O)COc1ccc(Cl)cc1)NC1CC1,-6%
Cc1ccc(N2CC(C(=O)OCc3nc(N)nc(Nc4ccccc4C)n3)CC2=O)cc1 (centres undefined),-4%
O=[N+]([O-])c1cccc(S(=O)(=O)Nc2cccc(-c3ccc(N4CCOCC4)nn3)c2)c1,25%
O=C(OCC(=O)N1CCN(C(=O)c2ccco2)CC1)c1cc(F)c(F)cc1Cl,-7%
C=CCNC(=O)CSc1nc2ccccc2c(=O)n1CCc1ccc(OC)c(OC)c1,-3%
Cc1ccc(NC(=O)COc2cccc3ccccc23)c(O)c1,-6%
Cc1cccc(C(=O)NCC(=O)OCC(=O)N2CCN(S(=O)(=O)c3ccc(C)cc3C)CC2)c1,-2%

# Six structures out of the list, arranged by count of non-hydrogen atoms, high to low:
SMILES,L3MBTL1 inh
Cc1c(NC(=O)C(C)OC(=O)c2ncc(Cl)c(Cl)c2Cl)c(=O)n(-c2ccccc2)n1C (centres undefined),-1%
Cc1cccc(NC(=O)CSc2nc3ccccc3nc2N2CCCC2)c1,52%[activator]
O=C(NN=Cc1ccc(F)cc1)c1cccc(S(=O)(=O)N2CCCC2)c1,33%[activator]
Cc1cc(-n2c(C)cc(C(=O)COc3ccc(F)c(F)c3)c2C)no1,-1%
CC1CCN(C(=O)CN2C(=O)C(=O)N(C)C2=O)c2ccccc2S1 (centres undefined),0%
CC1CCC(NC(=O)CSc2nnnn2C)CC1 (centres undefined),3%
